Screening results as filed in PubChem.
SR-BI DiI inh = mouse SR-BI HDL lipid transfer inhibition | Q61009 | inhibition, % at 12.5 µM | ldlA[mSR-BI] CHO cells, DiI-HDL uptake fluorescence, 3 h | 320,000 tested, 0.96% active | AID 488896;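 active means mean replicate inhibition of at least 70% and a set share of replicates each scoring 70 or more; inconclusive means meets just one of the two criteria; inactive means fails both criteria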;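 further: 0% = median of neutral control wells and 100% = median of positive control wells; values of inactives mirror those of a sister screen read the other way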
Target sequence (Q61009 whole entry, looked up): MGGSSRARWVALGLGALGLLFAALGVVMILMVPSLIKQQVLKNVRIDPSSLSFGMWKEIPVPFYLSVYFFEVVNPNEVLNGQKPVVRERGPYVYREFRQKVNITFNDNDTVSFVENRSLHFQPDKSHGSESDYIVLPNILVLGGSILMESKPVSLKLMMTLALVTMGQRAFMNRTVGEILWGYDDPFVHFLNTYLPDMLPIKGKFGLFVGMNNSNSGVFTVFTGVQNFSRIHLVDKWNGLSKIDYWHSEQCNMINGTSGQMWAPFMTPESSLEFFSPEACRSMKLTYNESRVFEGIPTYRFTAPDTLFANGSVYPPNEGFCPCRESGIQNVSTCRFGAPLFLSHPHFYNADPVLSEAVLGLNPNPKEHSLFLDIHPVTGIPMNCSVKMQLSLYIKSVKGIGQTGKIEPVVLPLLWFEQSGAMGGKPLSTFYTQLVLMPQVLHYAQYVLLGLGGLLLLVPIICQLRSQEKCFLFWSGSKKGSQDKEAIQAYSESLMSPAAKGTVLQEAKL
MITF TRPM1 HTS = activators of MITF-driven TRPM1 promoter activity in SK-MEL-5 cells; activation, % at 12.5 µM; 300,000 tested, 0.75% active; SK-MEL-5 TRPM1-promoter luciferase, 24 h; % of positive control, neutral wells = 0;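 active means mean activation of at least 80% with every replicate also reaching 80%; inconclusive means mean reaches 80% but some replicate falls short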;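 further: 0% = neutral control wells and 100% = parthenolide positive control wells; values of inactives mirror those of a sister screen read the other way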
phage Ecoli inh = E. coli growth loss with phage present; inhibition, % at 11.9 µM; growth absorbance; 360,000 tested, 0.26% active; in the data active means inhibition above about 11%
CAL PDZ FP-1 = inhibitors of human CAL PDZ peptide binding; 300,000 tested, 0.92% active; Q9HD26; purified CAL PDZ, TMR-peptide fluorescence polarization, 1 h; inhibition, % at 24.9 µM; AID 602252;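 active means mean inhibition of at least 30% with at least half of replicates also reaching 30%; inconclusive means no clear call, values can overlap the other calls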;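 further: 0% = DMSO neutral control and 100% = excess unlabeled competitor peptide PRC23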
Wnt bcat act = activators of Wnt/beta-catenin signaling | 300,000 tested, 1.2% active | Wnt/beta-catenin reporter cell assay, activator, plate reader | activation, % at 9.35 µM; in the data active means activation above about 30%, passing the limit was not always enough; inconclusive means no clear call, values can overlap the other calls;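 further: 0% = neutral control wells and 100% = positive control wells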
AddAB inh = less growth of phage-infected E. coli with AddAB | E. coli expressing H. pylori AddAB, absorbance growth | inhibition, % at 11.9 µM | 330,000 tested, 0.29% active; in the data active means inhibition above about 12%;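 further: 0% = vehicle wells of infected cells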
Ecoli viability = counter-screen for AddAB inhibitors: E. coli growth inhibition | E. coli V3065 growth, OD600 absorbance, 18 h | inhibition, % at 11.9 µM | 330,000 tested, 0.27% active | AID 449728;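 active means inhibition above the campaign's mean inhibition across all tested compounds plus 3 SD, cut at about 9.9% in these data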;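 further: uninfected addAB+ strain grown without phage in ampicillin broth; 0% = DMSO wells and 100% = ciprofloxacin 0.95 µg/ml wells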
SR-BI uptake up = activators of SR-BI mediated HDL lipid uptake. CHO ldlA[mSR-BI] cells, DiI-HDL uptake fluorescence, 3 h; 100 = double the neutral-control signal. 320,000 tested, 0.096% active. activation, % at 12.5 µM;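 active means mean replicate activation of at least 60% and every replicate at or above 60%; inconclusive means mean or all-replicate condition met, but not both; inactive means mean below 60% and not all replicates reaching 60%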;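 further: 0% = median plate neutral-control signal and 100% = twice that signal; values of inactives mirror those of a sister screen read the other way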
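Test system: SR-BI-overexpressing, LDLR-lacking CHO cells. Measured by: DiI fluorescence, bottom read. Medium: Ham's F12 with 0.5% BSA, HEPES 25 mM, pH 7.4. Timing: 3 h uptake period with compound, 37 °C.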
Tat export inh = blocks Tat-dependent protein export in E. coli; E. coli MC4100 TorA-mCherry Tat export, fluorescence; 340,000 tested, 0.036% active; inhibition, % at 10 µM;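 active means mean replicate inhibition at least 50% and at least half of replicates individually reaching 50%; inconclusive means only one of the two criteria met; inactive means neither criterion met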;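 further: exported cargo escapes ClpAP degradation while cytoplasmic cargo is degraded and loses fluorescence; 0% = median of neutral control wells and 100% = median of NaSCN control wells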
CAL PDZ FP-2 = inhibitors of human CAL PDZ peptide binding; Q9HD26; purified CAL PDZ, TMR-peptide fluorescence polarization, 1 h; inhibition, % at 20 µM; 330,000 tested, 0.02% active; AID 504414;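 active means highest replicate inhibition of at least 40%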;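 further: plate controls were DMSO neutral control wells for no effect and unlabeled competitor peptide control wells for full effect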
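Control set: unlabelled peptide and DMSO controls / Material: purified CerCALP PDZ construct / Timing: 1 h incubation at room temperature before polarization reading / Doses: 20 µM, one dose / Detection: fluorescence polarization (mP)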
* hit, by the source's call; u = inconclusive; x = no result given.

SMILES	SR-BI DiI inh	MITF TRPM1 HTS	phage Ecoli inh	CAL PDZ FP-1	Wnt bcat act	AddAB inh	Ecoli viability	SR-BI uptake up	Tat export inh	CAL PDZ FP-2
C[C@H](CO)N1C[C@H](C)[C@@H](CN(C)C(=O)Nc2ccccc2)Oc2ccc(NS(=O)(=O)c3ccccc3)cc2C1=O	-24	-8	0.9	0	-6	5.6	1.8	24	5	-0.6
COCCOCC(=O)Nc1ccc(S(=O)(=O)Nc2cc(C)nc(C)n2)cc1	3	x	0.6	1	0	2.2	-1.4	-3	-4	-0.4
O=C(c1ccc(Cl)c(Cl)c1)N1CCN(Cc2ccc3c(c2)OCO3)CC1	22	x	2.1	-1	-1	4.3	2.6	-22	2	-0.5
Cc1ccc(C)c2[nH]c(=O)c(C(c3nnnn3C3CCCC3)N3CCOCC3)cc12 (centres undefined)	7	8	0.8	-8	x	-0.9	-3.2	-7	-7	-2.2
CC(C)(C)c1ccc(OCCC(=O)OCC(=O)N2c3ccccc3NC(=O)C2(C)C)cc1	-8	-5	1.1	1	2	1.8	0.2	8	12	-0.6
O=C(O)c1cc2ccc3ccccc3c2oc1=O	-4	-11	2.7	1	x	4.7	1.2	4	1	-1.5
CN(C)c1ccc(/C=N/NC(=O)c2ccn(C)n2)cc1	1	44	-1.2	-7	34*	4.3	0.7	-1	4	-0.1
O=C(O)CCC(=O)N1c2ccccc2NC2=C(C(=O)CC(c3ccc(F)cc3)C2)C1c1ccc([N+](=O)[O-])o1 (centres undefined)	-21	-17	2.8	0	-1	5.4	0.0	21	3	0.1
COc1cc(NC(=O)COc2c(C)cc(C)cc2[N+](=O)[O-])c(OC)cc1Cl	u	6	3.2	0	-1	-3.0	-0.3	-74	-2	-2.3
COc1ccc(C)cc1NC(=O)c1nnn(Cc2cc(C)ccc2C)c1N	19	7	3.2	4	-4	2.7	1.4	-19	-2	0.5
CN1CCN(C(=O)/C=C/c2cn(-c3ccccc3)nc2-c2ccc3c(c2)OCCO3)CC1	16	26	4.6	-6	0	1.7	-1.5	-16	-4	-3.8
CSCCC(NC(=O)c1ccc(Cl)cc1Cl)C(=O)N1CC(C)OC(C)C1 (centres undefined)	41	2	0.8	x	2	2.7	-0.5	-41	-4	-0.6
O=C(CCC(=O)N1CCN(c2ccccc2F)CC1)c1ccc(F)cc1	-1	-6	1.1	0	-3	0.9	2.0	1	3	-0.7
N#CCC(=O)Nc1ccc(C(=O)OCC(=O)N2CCN(C(=O)c3ccco3)CC2)cc1	-6	13	-2.0	-4	10	0.9	-1.0	6	3	-1.0
COc1ccc(S(=O)(=O)N(C)c2ccc(C(=O)NCc3ccncc3)cc2)cc1	-24	1	2.1	-5	-1	-0.4	-0.5	24	-3	-2.8
CCOC(=O)c1c(C)[nH]c(C)c1C(=O)CSc1nc2ccccc2n1CC	4	7	2.0	-1	0	2.5	1.7	-4	-4	0.2
COC(=O)CC1COc2ccccc2N1S(=O)(=O)c1ccc(OC)cc1 (centres undefined)	4	-6	2.5	-1	2	0.6	-2.4	-4	5	0.5
CC/C(=C(/c1ccccc1)c1ccc(OCC[N+](C)(C)C)cc1)c1ccccc1	-44	-6	1.8	5	-3	x	x	44	24	-1.1
O=C(CSc1nc2ccccc2n1CC(=O)N1CCCCC1)N1CCCCC1	-11	-2	0.0	-1	3	2.3	1.2	11	-3	-0.1
CCCCOc1ccc(C)cc1CN(CCO)CCO	-23	6	2.6	-6	x	1.8	-0.4	23	-13	-0.1
COCC(=O)Nc1nc(-c2ccccc2)ns1	1	15	4.3	-6	x	-1.4	0.1	-1	7	x
CCOC(=O)Cc1csc(/N=C/c2c(O)n(-c3ccc(C)cc3C)c(=O)c3ccccc23)n1	21	-4	4.0	-2	-1	3.7	-1.5	-21	2	-2.4
COc1cc(CCC(=O)Nc2cc(C)cc(C)c2)cc(OC)c1OC	83*	-6	3.4	-1	-19	3.3	-1.5	-83	1	-0.1
COC(=O)CCC(=O)Nc1ccc(S(=O)(=O)Nc2cc(OC)nc(OC)n2)cc1	11	10	1.6	-1	2	-0.4	-2.4	-11	3	0.0
CCc1nc2sc(C#N)c(N)c2c2c1CCCC2	45	-10	0.6	0	x	1.6	-0.2	-45	1	-2.0

One compound at a time, as listed above. Values in the order: SR-BI DiI inh	MITF TRPM1 HTS	phage Ecoli inh	CAL PDZ FP-1	Wnt bcat act	AddAB inh	Ecoli viability	SR-BI uptake up	Tat export inh	CAL PDZ FP-2
Listed for `CCOC(=O)c1c(C)[nH]c(C)c1C(=O)CSc1nc2ccccc2n1CC` : 4	7	2.0	-1	0	2.5	1.7	-4	-4	0.2
Listed for `COC(=O)CC1COc2ccccc2N1S(=O)(=O)c1ccc(OC)cc1` (centres undefined) : 4	-6	2.5	-1	2	0.6	-2.4	-4	5	0.5

Other structures follow:
SMILES	SR-BI DiI inh	MITF TRPM1 HTS	phage Ecoli inh	CAL PDZ FP-1	Wnt bcat act	AddAB inh	Ecoli viability	SR-BI uptake up	Tat export inh	CAL PDZ FP-2
c1ccc(-c2cc3ccccc3[nH]2)cc1	24	96*	3.8	-1	28	-1.6	1.3	-24	3	0.5
Cc1c(/C=N/NC(=O)C2(O)c3ccccc3-c3ccccc32)cnn1C	6	7	2.1	8	-3	3.2	-1.7	-6	-5	-0.7
COc1cc(-c2n[nH]c(=S)n2C(C)c2ccccc2)cc(OC)c1OC (centres undefined)	-5	x	-0.8	-10	0	-2.1	1.0	5	0	-1.2
COCC(=O)N(Cc1cc2cccc(C)c2[nH]c1=O)c1ccccc1	-1	-7	-0.6	-6	0	1.6	0.5	1	1	x
COc1cc(Cl)c(C)cc1NC(=O)CSCC#N	30	-16	2.8	-2	x	-0.2	-1.2	-30	10	-1.1
Cc1ccc(Cl)c(OC(=O)c2ccc(N3CCOCC3)c([N+](=O)[O-])c2)c1	31	4	1.2	1	-8	0.5	1.8	-31	10	-0.9
Cc1cc(C)c[n+](-c2nc3ccccc3nc2[N-]S(=O)(=O)c2cccs2)c1	-38	-1	3.0	-3	-3	5.3	-0.2	38	3	-0.7
Cn1ncc2c(=S)nc(Cl)[nH]c21	16	5	3.6	2	0	x	x	-16	-9	-0.3
Cc1cc(C(C)(C)C)cc(C)c1CCNC(=O)c1c(C)noc1C	63	2	3.0	0	-6	x	x	-63	5	-0.8
O=C(CSc1nc2[nH]ncc2c(=O)[nH]1)Nc1ccccc1	5	11	2.5	0	2	0.8	0.1	-5	-13	-1.2
C[C@@H]1C=C(C(=O)N2CCN(Cc3ccccc3)CC2)O[C@H](OCc2ccc(CO)cc2)C1	-12	4	1.6	-1	-7	0.2	-0.8	12	1	0.7
Cn1ccc(C(=O)N/N=C/c2c[nH]c3ccccc23)n1	x	33	-0.6	1	1	3.3	2.1	x	-6	-0.8
CCCCn1c(O)c(C=NCCCN(C)C)c(=O)[nH]c1=O	-15	-16	2.4	-1	x	-0.2	1.6	15	-3	x
CC1Cc2ccccc2N1C(=O)CSc1nc2c(c(=O)n(C)c(=O)n2C)n1Cc1ccccc1 (centres undefined)	53	14	-2.2	3	x	-0.5	-1.3	-53	-7	-4.4
CCOC(=O)N1CCC(N2Cc3cccc(C(=O)Nc4c(C)cccc4CC)c3C2=O)CC1	0	-8	1.1	-5	2	-0.5	-2.1	0	15	-3.3
CC(C)(C)c1ccc(C(=O)N2CCN(C(=O)c3cccs3)CC2)cc1	8	3	2.4	3	5	0.2	-1.5	-8	6	-1.1
O=S(=O)(/C=C/c1ccccc1)N1CCOCC1	-25	1	-0.9	x	0	2.6	-1.6	25	0	-0.6
Cc1ccc(-c2onc(C)c2C)cc1S(=O)(=O)N1CCOc2ccccc21	54	-10	-0.2	-1	-2	5.0	0.5	-54	2	-3.3
COc1cc([N+](=O)[O-])ccc1NC(=O)CC1SC(=Nc2ccc(F)cc2)N(CCC2=CCCCC2)C1=O (centres undefined)	10	-34	3.5	-3	-2	7.1	2.7	-10	-13	-0.1
COC(=O)COc1ccc(-c2nccc(-c3ccc(Br)cc3)n2)cc1	-14	-6	-0.1	-7	2	-1.1	-1.1	14	9	-0.4

Shown in markdown: part of the list above.
| molecule | SR-BI DiI inh | MITF TRPM1 HTS | phage Ecoli inh | CAL PDZ FP-1 | Wnt bcat act | AddAB inh | Ecoli viability | SR-BI uptake up | Tat export inh | CAL PDZ FP-2 |
| --- | --- | --- | --- | --- | --- | --- | --- | --- | --- | --- |
| c1ccc(-c2cc3ccccc3[nH]2)cc1 | 24 | 96* | 3.8 | -1 | 28 | -1.6 | 1.3 | -24 | 3 | 0.5 |
| Cc1c(/C=N/NC(=O)C2(O)c3ccccc3-c3ccccc32)cnn1C | 6 | 7 | 2.1 | 8 | -3 | 3.2 | -1.7 | -6 | -5 | -0.7 |
| COc1cc(-c2n[nH]c(=S)n2C(C)c2ccccc2)cc(OC)c1OC (centres undefined) | -5 | x | -0.8 | -10 | 0 | -2.1 | 1.0 | 5 | 0 | -1.2 |
| COCC(=O)N(Cc1cc2cccc(C)c2[nH]c1=O)c1ccccc1 | -1 | -7 | -0.6 | -6 | 0 | 1.6 | 0.5 | 1 | 1 | x |
| COc1cc(Cl)c(C)cc1NC(=O)CSCC#N | 30 | -16 | 2.8 | -2 | x | -0.2 | -1.2 | -30 | 10 | -1.1 |
| Cc1ccc(Cl)c(OC(=O)c2ccc(N3CCOCC3)c([N+](=O)[O-])c2)c1 | 31 | 4 | 1.2 | 1 | -8 | 0.5 | 1.8 | -31 | 10 | -0.9 |
| Cc1cc(C)c[n+](-c2nc3ccccc3nc2[N-]S(=O)(=O)c2cccs2)c1 | -38 | -1 | 3.0 | -3 | -3 | 5.3 | -0.2 | 38 | 3 | -0.7 |
| Cn1ncc2c(=S)nc(Cl)[nH]c21 | 16 | 5 | 3.6 | 2 | 0 | x | x | -16 | -9 | -0.3 |
| Cc1cc(C(C)(C)C)cc(C)c1CCNC(=O)c1c(C)noc1C | 63 | 2 | 3.0 | 0 | -6 | x | x | -63 | 5 | -0.8 |
| O=C(CSc1nc2[nH]ncc2c(=O)[nH]1)Nc1ccccc1 | 5 | 11 | 2.5 | 0 | 2 | 0.8 | 0.1 | -5 | -13 | -1.2 |
| C[C@@H]1C=C(C(=O)N2CCN(Cc3ccccc3)CC2)O[C@H](OCc2ccc(CO)cc2)C1 | -12 | 4 | 1.6 | -1 | -7 | 0.2 | -0.8 | 12 | 1 | 0.7 |
| Cn1ccc(C(=O)N/N=C/c2c[nH]c3ccccc23)n1 | x | 33 | -0.6 | 1 | 1 | 3.3 | 2.1 | x | -6 | -0.8 |
| CCCCn1c(O)c(C=NCCCN(C)C)c(=O)[nH]c1=O | -15 | -16 | 2.4 | -1 | x | -0.2 | 1.6 | 15 | -3 | x |
